ROMK mod: modulators of human ROMK potassium channel; P48048; Tet-inducible ROMK, thallium flux fluorescence; actives lie on both sides; B-score at 10 µM; 130,000 compounds, 2% hits;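 active means signal ratio slope over the read window, or its plate-corrected B-score, at least 3 SD from the plate mean, either direction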;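 further: B-score of the F/F0 ratio slope over 7 to 12 s after thallium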
Target sequence (P48048 whole entry, looked up): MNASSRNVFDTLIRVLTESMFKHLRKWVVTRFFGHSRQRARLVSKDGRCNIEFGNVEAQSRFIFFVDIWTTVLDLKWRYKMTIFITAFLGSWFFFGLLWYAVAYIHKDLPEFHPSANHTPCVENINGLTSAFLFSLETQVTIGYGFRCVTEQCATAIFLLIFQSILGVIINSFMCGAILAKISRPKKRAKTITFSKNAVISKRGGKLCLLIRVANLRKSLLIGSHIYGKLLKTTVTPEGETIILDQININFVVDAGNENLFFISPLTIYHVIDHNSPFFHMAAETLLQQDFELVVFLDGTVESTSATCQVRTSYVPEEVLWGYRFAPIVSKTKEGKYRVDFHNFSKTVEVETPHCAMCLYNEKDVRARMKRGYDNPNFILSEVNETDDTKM
STAT3 activator: increases IL-6 driven STAT3 reporter signal | AID 871 | U3A cells, IL-6 STAT3-luciferase reporter, luminescence; 100% = signal with IL-6 EC80 alone | 190,000 compounds, 0.91% hits | activation (% of control), % at 5.6 µM;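 active means activation above the screen-wide mean of compound activation plus 3 SD, cut at about 130% in these data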;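 further: 0% = background luminescence of wells with medium and substrate only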
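Material: human STAT1-deficient U3A cells with stable STAT3-luciferase reporter / Probe or stimulus: IL-6 stimulus at 33 ng/mL final / Schedule: 1 h compound pre-exposure, 6 h IL-6 stimulation, 37 °C / Technique: luminescence / Read-out basis: percent of IL-6-only median luminescence / Control set: IL-6-only high control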
STAT1 activator: STAT1 signaling activation. NIH 3T3 STAT1-luciferase reporter, IFN-gamma, luminescence; 100% = IFN-gamma alone, no compound. activation (% of control), % at 5.5 µM. 200,000 compounds, 2.6% hits. AID 932;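 active means activation above the screen-wide mean activation plus 3 SD, cut at about 130% in these data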;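 further: raw ratio to IFN-gamma control signal so 100% means no change and 0% no light; values of inactives mirror those of a sister screen read the other way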
FLuc stim CS: affects firefly luciferase, flagging false hits in luciferase stimulation screens | activation factor at 10 µM | AID 1027 | ATPlite luciferase biochemical, luminescence, 10 min; 0 = ATP-free wells, 1 = DMSO control | 200,000 tested, under 10 active;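 active means luciferase activation factor, scaled between plate controls, of at least 2 with compound at 10 µM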
Target sequence (P08659 whole entry, looked up): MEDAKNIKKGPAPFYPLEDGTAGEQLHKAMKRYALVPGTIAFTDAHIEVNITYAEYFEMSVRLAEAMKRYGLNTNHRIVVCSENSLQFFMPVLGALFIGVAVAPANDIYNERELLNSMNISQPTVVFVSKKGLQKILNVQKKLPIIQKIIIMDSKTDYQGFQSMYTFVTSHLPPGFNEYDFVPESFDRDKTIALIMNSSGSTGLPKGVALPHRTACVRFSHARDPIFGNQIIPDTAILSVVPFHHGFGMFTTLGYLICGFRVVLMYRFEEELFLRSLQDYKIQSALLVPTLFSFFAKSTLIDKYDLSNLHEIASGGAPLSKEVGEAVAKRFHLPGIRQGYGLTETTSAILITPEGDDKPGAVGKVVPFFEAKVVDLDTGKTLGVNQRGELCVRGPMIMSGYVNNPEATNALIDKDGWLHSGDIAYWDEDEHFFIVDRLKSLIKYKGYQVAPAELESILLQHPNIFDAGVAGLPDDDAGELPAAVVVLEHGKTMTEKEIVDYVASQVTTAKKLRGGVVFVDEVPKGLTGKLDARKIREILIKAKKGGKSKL
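Material: luciferase plus luciferin reagent, cell-free. Medium: PBS buffer for ATP. Also added: ATP substrate, dispensed from a 10.24 µM working solution in PBS. Doses: test compounds dosed from 2 mM stocks in 100% DMSO. Incubation: 10 min post-reagent at room temperature. Technique: light output (luminescence). Read-out basis: luminescence gain marking luciferase activators.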
FLuc inh counter: inhibits firefly luciferase, flagging false hits in luciferase inhibition screens. P08659. ATPLite firefly luciferase biochemical luminescence, 10 min. inhibition, % at 10 µM. 200,000 compounds, 1.5% hits. AID 1006;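 active means inhibition above about 50% when tested at 10 µM, limit read from the data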
APP 5UTR inh: APP translation inhibition | SH-SY5Y APP 5'UTR-luciferase reporter, luminescence | inhibition, % at 2 µM | 190,000 compounds, 0.82% hits | AID 1285;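 active means inhibition above a set limit, derived from the sample mean plus 3 SD, cut at about 45% in these data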; further: values of inactives mirror those of a sister screen read the other way
APP 5'UTR act: activates APP 5'UTR luciferase reporter. SH-SY5Y APP 5'UTR luciferase reporter, luminescence; zero percent = DMSO vehicle wells. activation, % at 2 µM. 190,000 compounds, 1% hits. AID 1276;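 active means activation above a set limit, based on mean plus 3 SD of controls, cut at about 140% in these data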; further: values of inactives mirror those of a sister screen read the other way
STAT1 blocker: inhibitors of IFN-gamma induced STAT1 signaling | AID 920 | NIH 3T3 STAT1-luciferase reporter, luminescence | 200,000 compounds, 0.35% hits | inhibition, % at 5.5 µM;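 active means inhibition above a set limit, the mean inhibition across all tested compounds plus 3 SD, cut at about 34% in these data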;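 further: 0% = IFN-gamma with DMSO and 100% = IFN-gamma with 300 µM nifuroxazide; values of inactives mirror those of a sister screen read the other way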
STAT3 inh: STAT3 signaling inhibition. U3A cells, IL-6 STAT3-luciferase reporter, luminescence; host cell line lacks STAT1. inhibition, % at 5.5 µM. 190,000 compounds, 0.89% hits;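 active means inhibition above the mean inhibition across all screened compounds plus 3 SD, cut at about 44% in these data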;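 further: 0% = DMSO only wells and 100% = 100 µM nifuroxazide control wells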
NF-kB neuron act: NF-kB expression increase, human neuronal cells | NF-kB reporter expression; active compounds read high | fold change at 12.5 µM | 190,000 compounds, 1.6% hits | AID 1239; in the data active means fold change above about 3.3
Starred values were filed as active, the others as inactive; . = no result given. Rows are unselected. Share with any hit: about 7.1%.

Start of the data: the first six compounds, to show the layout:
Every second line gives: APP 5UTR inh, FLuc stim CS, APP 5'UTR act, FLuc inh counter, NF-kB neuron act, STAT3 activator, STAT1 activator, STAT3 inh, ROMK mod, STAT1 blocker
CSCC[C@H](NC(=O)NCCC1=CCCCC1)C(=O)O
    -2, 1, 1, 1, 0.98, 104, 92, -2, 1.8, 9
Nc1c(-c2ccccc2)c(CN2CCOCC2)nn1-c1ccc(F)cc1
    3, 1.1, -3, -6, 1, 86, 89, 15, 1.1, 12
COC(=O)c1c(C(=O)OC)c(C)n(Cc2cccnc2)c1C
    15, 1.1, -15, -5, 0.92, 103, 105, -3, ., -6
COc1cc(/C=C(\C#N)c2nc3ccccc3[nH]2)cc(Br)c1OCc1ccc(F)cc1
    -42, 1, 42, 2, 1.1, 84, 99, 28, ., 1
CCOc1ccc(OCC)c(NC(=O)CN(C)S(=O)(=O)c2cnc[nH]2)c1
    3, 1.1, -3, -9, 1, 99, 106, 8, ., -6
CCNC(=S)Nc1ccc(Cl)cc1
    -6, 1, 6, -1, 1.2, 106, 93, -3, 0.41, 8

Results (from the top)
Every second line gives: APP 5UTR inh, FLuc stim CS, APP 5'UTR act, FLuc inh counter, NF-kB neuron act, STAT3 activator, STAT1 activator, STAT3 inh, ROMK mod, STAT1 blocker
CSCC[C@H](NC(=O)NCCC1=CCCCC1)C(=O)O
    -2, 1, 1, 1, 0.98, 104, 92, -2, 1.8, 9
Nc1c(-c2ccccc2)c(CN2CCOCC2)nn1-c1ccc(F)cc1
    3, 1.1, -3, -6, 1, 86, 89, 15, 1.1, 12
COC(=O)c1c(C(=O)OC)c(C)n(Cc2cccnc2)c1C
    15, 1.1, -15, -5, 0.92, 103, 105, -3, ., -6
COc1cc(/C=C(\C#N)c2nc3ccccc3[nH]2)cc(Br)c1OCc1ccc(F)cc1
    -42, 1, 42, 2, 1.1, 84, 99, 28, ., 1
CCOc1ccc(OCC)c(NC(=O)CN(C)S(=O)(=O)c2cnc[nH]2)c1
    3, 1.1, -3, -9, 1, 99, 106, 8, ., -6
CCNC(=S)Nc1ccc(Cl)cc1
    -6, 1, 6, -1, 1.2, 106, 93, -3, 0.41, 8
Cc1cccc(C(=O)Nc2ccnc(-c3cccnc3)n2)c1
    -14, 1.1, 14, -6, 0.59, 84, 86, 22, 2.6, 13
Cc1ccsc1/C=N/Nc1ncnc2nc[nH]c12
    -39, 0.7, 39, 25, 2, 91, 138*, 12, 0.35, -43
O=C(O)CNS(=O)(=O)c1ccc(F)cc1
    -8, 1, 8, -4, 1.2, 97, 92, 8, ., 9
CC(C)C[C@H](NC(=O)c1nc[nH]c1C(=O)NCc1ccccc1)C(=O)OCc1ccccc1
    -8, 1.1, 8, -8, 0.74, ., 99, ., ., 3
Cn1c(SCC(=O)N/N=C/c2ccco2)nc2ccccc21
    3, 1, -3, -5, 1.4, 93, 94, 13, 0.24, 5
O=C1C(C=NCc2ccccn2)=C(O)c2ccccc21
    -46, 0.9, 46, 13, 2.1, 98, 127, 6, ., -30
O=C(Cn1cnc2c(cnn2-c2ccccc2)c1=O)N1CCCc2ccccc21
    -12, 1.1, 12, -6, 0.73, 98, 93, 3, ., 8
Clc1ccc2nnc(Cl)n2n1
    -11, 1, 11, -4, 1.1, 97, 99, 6, 0.22, 1
Cc1ccc(/C=N/NS(=O)(=O)c2ccc([N+](=O)[O-])cc2)o1
    -5, 1.1, 5, -8, 0.94, 100, 95, 2, 0.77, 5
Cc1c(C2C(C#N)=C(N)N(c3cccc([N+](=O)[O-])c3)C3=C2C(=O)CCC3)cnn1C (configuration not stated)
    -12, 1.1, 12, -6, 1, 100, 97, 5, 1.2, 2
O=c1c2ccccc2nc2n1C(CSCc1ccc(Cl)cc1)CS2 (configuration not stated)
    -7, 1.1, 7, -5, 0.7, 88, 86, 18, ., 15
O=S(=O)(c1ccc2c(c1)nc(COc1ccc(Cl)cc1)n2CC1CCCO1)N1CCOCC1 (configuration not stated)
    -4, 1.1, 4, -7, 0.17, 98, 100, 5, -0.76, 0
CC1CCN(c2nc3c(cc2C#N)COC(C)(C)C3)CC1
    -19, 1, 19, -4, 1.1, 108, 95, -4, -0.47, 4
c1ccc(-c2nc(NCc3cccnc3)c3ccccc3n2)cc1
    -24, 1, 24, -1, 1, 93, 90, 16, -0.16, 12
CCC(=O)C1=C(N2CCCC2)CC(C)(C)CC1=O
    8, 1.1, -8, -7, 1.1, 100, 98, 4, -0.89, 2
O=S(=O)(Cc1ccccc1)N1CCCC(c2nc(-c3ccc(F)cc3)no2)C1 (configuration not stated)
    6, 1.1, -6, -9, 0.95, 103, 99, -1, ., 1
CCOc1ccc(C(=O)NCCN(C)C)cc1
    -1, 1.1, 1, -6, 1.2, 101, 98, 3, ., 2
CCCCC(=O)NC(=S)Nc1cccc(NC(=O)c2ccccc2)c1
    6, 1, -6, 4, 1, 100, 100, 4, 0.16, -3
CC(=O)c1cccc(-n2nnnc2SCC(=O)Nc2ccccc2N2CCCCC2)c1
    -10, 1, 10, -4, 0.78, 106, 96, -3, -0.12, 5
CC(C)CCNC(=O)NC(=O)COC(=O)c1cc(S(=O)(=O)N2CCOCC2)ccc1N1CCCCC1
    24, 1, -24, -4, 1.1, 109, 94, -11, 1.4, 2
CCOc1cc(/C=N/NC(=O)C(=O)NCc2cccnc2)ccc1O
    -2, 1, 2, -4, 1.1, 92, 96, 15, 0.46, 4
Cc1ccc(NC(=O)CS(=O)CC(=O)Nc2ccc(N3CCOCC3)cc2)cc1Cl (configuration not stated)
    -1, 1, 1, 0, 0.87, 103, 92, 0, 0.029, 8
COc1ccc(-c2nc3c(Br)c(N)c(Br)cc3o2)cc1
    -113, 0.7, 113, 29, 1.7, 178*, 135*, -88, 0.15, -39
Cc1ccc(S(=O)(=O)N2C(=O)CCC2C(=O)Nc2ccc3c(c2)OCCO3)cc1 (configuration not stated)
    -10, 1.1, 10, -5, 1.1, 99, 100, 6, ., 0

4 entries from above in a different format.
compound	APP 5UTR inh	FLuc stim CS	APP 5'UTR act	FLuc inh counter	NF-kB neuron act	STAT3 activator	STAT1 activator	STAT3 inh	ROMK mod	STAT1 blocker
COC(=O)c1c(C(=O)OC)c(C)n(Cc2cccnc2)c1C	15	1.1	-15	-5	0.92	103	105	-3	.	-6
O=S(=O)(c1ccc2c(c1)nc(COc1ccc(Cl)cc1)n2CC1CCCO1)N1CCOCC1 (configuration not stated)	-4	1.1	4	-7	0.17	98	100	5	-0.76	0
c1ccc(-c2nc(NCc3cccnc3)c3ccccc3n2)cc1	-24	1	24	-1	1	93	90	16	-0.16	12
Cc1ccc(/C=N/NS(=O)(=O)c2ccc([N+](=O)[O-])cc2)o1	-5	1.1	5	-8	0.94	100	95	2	0.77	5

(further entries)
Every second line gives: APP 5UTR inh, FLuc stim CS, APP 5'UTR act, FLuc inh counter, NF-kB neuron act, STAT3 activator, STAT1 activator, STAT3 inh, ROMK mod, STAT1 blocker
COC(=O)Nc1nnc(/C=C/c2ccccc2)s1
    -16, 0.7, 16, 32, 1.3, 98, 106, 2, 0.61, -7
CCOCCn1c(N2CCN(c3ccc(OC)cc3)CC2)nc2c1c(=O)[nH]c(=O)n2C
    9, 1, -9, -2, 1.3, 107, 98, -4, ., 2
Cc1occc(=O)c1OCc1ccccc1
    -4, 1.1, 4, -7, 1, 99, 100, 8, 0.015, -2
Nc1n[nH]c(-c2ccccc2)c1-c1ccccc1
    -8, 1.1, 8, -5, 0.97, 94, 101, 10, ., -1
Cc1ccc(C(=O)NCC(=O)NCC(=O)OCc2ccc(Cl)cc2)cc1
    8, 1, -8, -3, 1.1, 105, 97, -4, -0.24, 3
CC(=O)N/C(=C\c1ccccc1)C(=O)NCc1ccc2c(c1)OCO2
    -10, 1, 10, -2, 1.1, 96, 100, 12, -0.47, -1
Cc1ccc(S(=O)(=O)n2c3ccc(Cl)cc3c3nc(C)sc32)cc1
    -5, 1, 5, 0, 0.97, 94, 86, 10, 0.14, 15
Cc1ccc(S(=O)(=O)N(CC(O)CN2C(=O)NC(C)(C)C2=O)c2ccccc2)cc1 (configuration not stated)
    -11, 1, 11, 0, 1.1, 187*, 98, -105, ., 2
N/C(=N\OC(=O)Cc1ccccc1[N+](=O)[O-])c1ccncc1
    -10, 1.1, 10, -8, 0.81, 106, 99, -4, ., 1
Cc1ccc(SCC(=O)NCc2ccc(F)cc2)cc1
    1, 1, -1, -3, 1.1, 105, 101, -1, -0.96, -2
CCCCSc1nc2[nH]ncc2c(=O)[nH]1
    -11, 1, 11, 0, 1.3, 92, 105, 8, 1.2, -3
CCOc1ccc(Cc2n[nH]c(=S)n2N)cc1
    8, 1, -8, 1, 1.1, 101, 99, -3, ., 1
Cc1cccc(NC(=O)Nc2ccncc2)c1
    -4, 0.9, 4, 10, 1.4, 95, 103, 14, -0.42, -3
O=C(Cc1c[nH]c2ccccc12)N/N=C/c1cccc(F)c1
    -14, 1, 14, -2, 0.88, 108, 100, -3, ., 0
CCOc1ccccc1NC(=O)CCCc1nc2ccccc2c(=O)[nH]1
    -2, 1, 2, -5, 0.97, 96, 103, 6, -0.17, -3
COc1ccc(NC(=S)NC(NC(=O)CCl)C(Cl)(Cl)Cl)c([N+](=O)[O-])c1 (configuration not stated)
    3, 1, -3, -4, 0.99, 95, 93, 11, -1.7, 5
CCn1c(SCc2cccc(F)c2)nc2c(c1=O)SCC2
    10, 1.1, -10, -7, 0.88, 99, 92, 6, -0.7, 6
CC1CCN(CCCOc2ccc(Cl)cc2Br)CC1
    -5, 1, 5, -3, 1.5, 110, 98, -10, 0.23, 1
COC(=O)c1ccc(=O)n(CC(=O)c2ccc(Cl)cc2)c1
    -5, 1.1, 5, -5, 0.87, 100, 102, 9, -0.6, -1
Cc1nn(CC(=O)Nc2cccc(S(N)(=O)=O)c2)c(C)c1[N+](=O)[O-]
    9, 1, -9, 1, 1.1, 96, 112, 7, 0.87, -13
Cc1ccccc1NNC(N)=S
    -22, 1.1, 22, -8, 1.1, 100, 96, 6, -1.7, 2
NCCOc1ccc(C2CCCCC2)cc1
    -16, 1, 16, 0, 1.8, 69, 120, 41, -0.59, -24
Cc1nn(CC(=O)NCc2ccccc2F)c(C)c1[N+](=O)[O-]
    12, 1, -12, -5, 1.2, 99, 99, 7, 0.79, 0
CN(C)S(=O)(=O)c1cc(C(=O)NCc2ccccc2)c(Cl)cc1Cl
    15, 1, -15, -3, 0.79, 95, 104, 12, -0.35, -6
O=C1CCN2C=Nc3cccc4ccc1c2c34
    4, 1, -4, -5, 0.91, 89, 97, 17, ., 4
O=C(c1ccco1)N1CCCSC1=Nc1ccccc1
    20, 1.1, -20, -7, 0.96, 101, 102, 8, 0.81, -3
Cn1c(SCC(=O)N/N=C/C=C\c2ccco2)nc2ccccc21
    -4, 1, 4, 4, 1.3, 88, 95, 21, -1.2, 5
COc1ccc2[nH]c(=O)c(CN(Cc3nnnn3Cc3ccco3)C3CCCCC3)cc2c1
    -8, 1, 8, -3, 0.43, 95, 103, 13, -1.8, -3
COc1ccc(/C=N/NC(=S)Nc2ccccc2)cc1COc1ccccc1F
    2, 1.1, -2, -7, 1.2, 106, 116, -5, 1.2, -18
COc1cc(/C=C2/NC(=O)NC2=O)cc(Br)c1OCc1cccc(C(=O)O)c1
    -22, 1, 22, 2, 1, 103, 102, 1, -0.3, -5

Bioassay records from PubChem.
